GalR3 antag – human GalR3 antagonism | inhibition, % at 3 µM | 360,000 compounds, 0.44% hits | HEK293 GalR3-CNG cAMP membrane potential fluorescence; galR3 body fused to GalR1 C-terminus;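 active = inhibition above the screen-wide average plus 3 SD, cut at about 13% in these data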;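 note: forskolin and galanin both at EC90 stimulate the cells; cAMP rise reported by CNG channel membrane potential dye signal; 0% = forskolin plus galanin with DMSO and 100% = forskolin alone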
Target sequence (O60755 1-299 limits assumed): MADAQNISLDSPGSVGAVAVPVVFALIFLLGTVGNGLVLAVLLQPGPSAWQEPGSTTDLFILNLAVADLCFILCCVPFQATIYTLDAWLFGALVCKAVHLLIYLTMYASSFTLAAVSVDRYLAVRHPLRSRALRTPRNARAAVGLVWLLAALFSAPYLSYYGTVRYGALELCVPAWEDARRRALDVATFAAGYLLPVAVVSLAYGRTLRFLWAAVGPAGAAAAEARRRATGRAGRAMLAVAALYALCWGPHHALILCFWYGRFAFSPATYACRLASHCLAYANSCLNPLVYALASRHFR
OXTR agonist – human OXTR agonism. activation, % at 3 µM. P30559. CHO-OTR cells, Fluo-8 calcium fluorescence; normalized: DMSO 0%, oxytocin 100%. 320,000 compounds, 0.32% hits;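 active = activation above the mean of all tested compounds plus 3 SD, cutoff set per screening run, cut at about 20% in these data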;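 note: peak over basal fluorescence ratio from a 100 s FLIPR kinetic read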
V1R ag counter – counter-screen for oxytocin receptor agonists: human V1a receptor agonists; CHO-V1R cells, Fluo-8 calcium fluorescence, agonist mode; 0% DMSO, 100% 3 nM vasopressin; activation, % at 3 µM; 320,000 compounds, 0.25% hits; AID 2797;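 active = activation above the mean activation of all tested compounds plus 3 SD, per screening run, cut at about 20% in these data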;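 note: signal is peak over basal fluorescence ratio across a 100 second FLIPR read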
Target sequence (P37288 whole entry, looked up): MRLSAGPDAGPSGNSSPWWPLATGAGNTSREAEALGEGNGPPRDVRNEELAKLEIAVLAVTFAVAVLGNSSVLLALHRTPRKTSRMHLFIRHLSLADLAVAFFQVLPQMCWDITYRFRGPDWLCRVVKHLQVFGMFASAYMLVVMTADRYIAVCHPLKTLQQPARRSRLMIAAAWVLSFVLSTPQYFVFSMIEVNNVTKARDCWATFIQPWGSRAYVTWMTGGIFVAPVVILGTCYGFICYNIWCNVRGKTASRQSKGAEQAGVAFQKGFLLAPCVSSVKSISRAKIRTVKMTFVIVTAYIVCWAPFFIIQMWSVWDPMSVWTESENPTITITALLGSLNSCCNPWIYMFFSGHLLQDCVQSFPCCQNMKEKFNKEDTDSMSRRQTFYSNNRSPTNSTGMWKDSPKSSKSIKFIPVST
NALP1 inh – inhibitors of NALP1 inflammasome in yeast; S. cerevisiae NALP1/ASC/caspase-1 growth, X-gal OD620, 72 h; inhibition, % at 10 µM; 280,000 compounds, 0.61% hits; AID 2071; in the data active = inhibition mostly above about 24%, no sharp cut-off; inactive = mostly below about 32%; note: some compounds called inactive have numbers as strong as hits
OXTR potentiator – human OXTR potentiation; 320,000 compounds, 0.061% hits; activation, % at 3 µM; P30559; CHO-OTR cells, Fluo-8 calcium fluorescence, potentiator mode; 0% = oxytocin EC15, 100% = EC100;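 active = activation above that plate's cutoff, the mean activation of tested compounds plus 3 SD, cut at about 6.6% in these data, passing the limit was not always enough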;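 note: 100% uses oxytocin at 75 nM as the full agonist control; some results filed as inactive read as strong as hits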
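Material: CHO-OTR cells, human receptor; compound dosing: single dose, 3.0 µM nominal final compound concentration; schedule: 6 min compound pre-incubation at room temperature, 100 s kinetic read; measured by: kinetic Fluo-8 calcium fluorescence; read-out basis: % activation vs EC15 and EC100 oxytocin; controls: EC15 oxytocin alone as 0%, 75 nM oxytocin as 100%; replicates: singlicate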
MEKK2 mut-MEK5 – signal of MEK5 binding to mutant human MEKK2 PB1 domain; bead flow cytometry, Alexa488-MEK5 binding to MEKK2 mutant; percent response, % at 10 µM; 290,000 compounds, 0.35% hits; AID 1530; in the data active = percent response above about 24%, passing the limit was not always enough; note: inactives centre near 1; some results filed as inactive read as strong as hits
PfM18AAP inh – PfM18AAP enzyme inhibition; 290,000 compounds, 1.2% hits; recombinant PfM18AAP, H-Glu-NHMec fluorogenic cleavage; inhibition, % at 7.35 µM;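 active = inhibition above the campaign mean inhibition over all tested compounds plus 3 SD, cut at about 28% in these data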;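 note: 0% = plate median of test compound wells and 100% = 2 mM ZnCl2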
GPR7 antagonist – blocks human GPR7 receptor signaling; 290,000 compounds, 1.1% hits; AID 1861; GPR7-expressing cells, fluorescence antagonist assay; P48145; inhibition, % at 4.4 µM; in the data active = inhibition above about 16%, passing the limit was not always enough;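 note: cells stimulated with the agonist NPW; 0% = agonist with vehicle and 100% = vehicle without agonist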
Target sequence (P48145 whole entry, looked up): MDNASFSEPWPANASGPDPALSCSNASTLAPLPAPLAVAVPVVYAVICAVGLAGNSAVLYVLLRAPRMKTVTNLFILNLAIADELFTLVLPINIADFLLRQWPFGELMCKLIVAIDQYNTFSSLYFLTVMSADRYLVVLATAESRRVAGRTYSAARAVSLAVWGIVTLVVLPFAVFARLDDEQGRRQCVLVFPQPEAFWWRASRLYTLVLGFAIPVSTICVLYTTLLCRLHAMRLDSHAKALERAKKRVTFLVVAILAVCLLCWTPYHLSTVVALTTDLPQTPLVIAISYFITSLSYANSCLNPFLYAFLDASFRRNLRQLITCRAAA
MEKK2 WT-MEK5 – raises or lowers MEK5 binding to wildtype human MEKK2 PB1 domain; Q9Y2U5; bead flow cytometry, Alexa488-MEK5 binding to MEKK2 WT; actives lie on both sides; binding response (% of control), % at 10 µM; 290,000 compounds, 1.1% hits; in the data active = binding response below about 67% or above about 130%
An asterisk follows results filed as active; nt = not tested or not shown. An unsorted share of the library; any-hit rate near 4.1%.

smiles | GalR3 antag | OXTR agonist | V1R ag counter | NALP1 inh | OXTR potentiator | MEKK2 mut-MEK5 | PfM18AAP inh | GPR7 antagonist | MEKK2 WT-MEK5
COC(=O)Nc1nc2c(s1)CCCC2 | -5 | 0.4 | 0.0 | -3 | -8 | -4 | -6 | 0 | 97
CCC(O)(c1ccc(OC)cc1)C(CN1CCOCC1)c1ccccc1 (configuration not stated) | -7 | -1.2 | -0.7 | -4 | 0 | -2 | -1 | -9 | 94
CSc1nc(Oc2ccc(=O)n(C)n2)nc(N(C)C)n1 | -4 | 0.1 | -0.4 | -11 | -4 | -5 | -4 | 0 | 92
COc1cc(/C=N/NC(=O)c2ccccc2)ccc1O | -4 | -0.9 | 0.2 | -21 | -32 | 3 | -1 | -8 | 98
N#CC1=C(N)NC(SCc2ccc(F)cc2)=C(C#N)C12CCCCC2 | -4 | 7.3 | 6.3 | 8 | -20 | -10 | 4 | 5 | 86
COc1cccc(C(=O)C2CCCN(C(=O)CCC3=NNC(=O)CC3)C2)c1 (configuration not stated) | 1 | -1.4 | -0.4 | 2 | -8 | -7 | -1 | 1 | 86
CCC(C)C(NC(N)=O)C(=O)Nc1ccc(C(=O)OC)cc1 (configuration not stated) | -1 | 1.6 | 0.1 | 20 | -2 | -3 | -3 | -9 | 99
Cc1ccc(-c2nc3ccsc3c(=O)o2)cc1 | -4 | -0.1 | 0.0 | -5 | -4 | -2 | -7 | 2 | 101
Cc1c(CC(=O)O)c(=O)oc2cc(OCc3ccc(Br)cc3)ccc12 | -8 | 0.6 | 8.4 | 7 | 1 | 1 | -5 | -1 | 100
O=C(Nc1cccc(S(=O)(=O)N2CCCC2)c1)c1ccc2ccccc2n1 | -3 | -1.0 | 0.5 | 15 | 0 | -5 | 2 | -8 | 95
Cc1noc(C)c1COc1ccc(C(=O)N2CCN(c3ccccc3F)CC2)cc1 | -3 | -0.7 | 0.5 | nt | 0 | nt | nt | nt | nt
CO/N=C(\Cn1ncc(NC2CCCCC2)c(Br)c1=O)c1ccc(Cl)cc1 | -3 | -2.0 | -0.7 | 13 | -16 | 4 | -8 | -19 | 100
Cc1ccccc1N=Cc1cc2c(cc1[N+](=O)[O-])OCO2 | -5 | -0.8 | -0.3 | 33 | -4 | -2 | 22 | -4 | 94
O=C1/C(=C\c2ccccn2)SC(=S)N1c1ccc(S(=O)(=O)Nc2nccs2)cc1 | -6 | -0.1 | 0.9 | nt | -8 | -2 | 36* | -1 | 100
CCCCC1=CC2=C(c3ccco3)C(=O)C(C)(OC(=O)c3ccc(OC)cc3)C(=O)C2=CN1CCc1ccccn1 (configuration not stated) | -7 | -2.3 | -0.3 | nt | 0 | 2 | nt | nt | 122
Cc1cccc(N2C(=O)c3cccc(Oc4ccc(Cl)cc4)c3C2=O)c1 | -3 | 8.3 | 11 | 27 | -4 | 0 | -8 | -9 | 104
CCn1cc(Br)c(C(=O)Nc2nccs2)n1 | 0 | -0.9 | -0.1 | 0 | -9 | 11 | 4 | -7 | 106
COc1c(F)c(F)c(C(=O)O)c(Nc2ccc(C)cc2)c1F | -7 | 0.5 | -0.1 | 4 | -6 | 3 | 6 | -2 | 96
Cc1cc(C)nc(NCc2ccc(Cl)cc2)n1 | -8 | -1.6 | -0.6 | -13 | -20 | 2 | -7 | -7 | 107
O=C(C1=C(O)C(=O)N(CCN2CCOCC2)C1c1ccc([N+](=O)[O-])cc1)c1cc2ccccc2o1 (configuration not stated) | nt | 0.9 | 0.5 | -5 | -3 | 2 | 34* | 5 | 96
CN(c1ccc(C(=O)N2CCN(Cc3ccc4c(c3)OCO4)CC2)cc1)S(C)(=O)=O | -6 | -1.2 | 1.0 | 10 | 0 | -11 | 0 | -12 | 96
Cc1c(NC(=O)c2ccc3ncccc3c2)c(=O)n(-c2ccccc2)n1C | -3 | -0.3 | -0.6 | 17 | -15 | 3 | 2 | 2 | 103
COc1ccccc1N=c1oc2cc(O)ccc2cc1C(N)=O | -3 | 6.3 | 6.4 | 6 | -10 | 8 | 1 | -5 | 101
Nc1c(C(=O)c2ccc(Cl)cc2)sc2nsc(SCCN3CCOCC3)c12 | -2 | 4.6 | 5.1 | 2 | -8 | -13 | 34* | 16 | 72
O=C1CC(c2ccccc2)CC(O)=C1C=NC1CCCCCC1 (configuration not stated) | -3 | 1.3 | 0.2 | 26 | -3 | 3 | 2 | -1 | 100
CC(C)C(=O)N1CCN(c2nc(-c3ccccc3)c3c(c2C#N)CCCC3)CC1 | -5 | -1.2 | 4.7 | -16 | -21 | -2 | -5 | -20 | 94
O=C(c1ccc(-c2ccccc2)cc1)N1CCCC1 | -4 | -0.9 | -0.8 | 6 | -18 | 3 | -15 | -7 | 103
Cc1cc(=O)n2c3ccccc3n(CC(O)CN3CCN(CCO)CC3)c2c1C#N (configuration not stated) | 3 | 0.2 | 0.3 | 10 | -1 | 2 | 8 | -9 | 99
COc1ccc(/C=N/NC(=O)Cn2nc([N+](=O)[O-])cc2C)c(OC)c1OC | -9 | -0.7 | 0.3 | 21 | -10 | -1 | 4 | -2 | 98
CCc1ccc(C(C(=O)NC2CCCCC2)N(C(=O)c2csnn2)C2CC2)cc1 (configuration not stated) | -6 | -1.1 | 0.3 | 10 | -9 | -3 | 0 | -3 | 98
CSc1nncn1/N=C/c1cc(Cl)ccc1F | 3 | -0.4 | 0.6 | -14 | 0 | 5 | -5 | -2 | 103
CCN1C(=O)[C@@H]2[C@@H](c3ccc(-c4ccc(C(C)=O)cc4)c(OC)c3)N3CCC[C@@]3(C(=O)OC)[C@@H]2C1=O | -3 | -1.6 | 0.3 | nt | 0 | nt | nt | nt | nt
Cc1cc(Cl)cc(Br)c1OCCCCn1cncn1 | -2 | 2.3 | 0.3 | 5 | -3 | 3 | -1 | -6 | 104
O=C(/C=C\c1ccc2c(c1)OCO2)Nc1nnc(SCC(=O)OCc2ccccc2)s1 | -5 | 0.2 | -0.3 | 14 | -11 | -1 | -9 | -5 | 99
COc1ccc(-c2nc(NC(=O)c3ccc(OCC(=O)N4CCOCC4)c(OC)c3)sc2C)cc1 | 6 | 0.8 | 3.9 | nt | -10 | -1 | 0 | -6 | 103
O=S(=O)(c1cccc(COc2c(Cl)cccc2Cl)c1)N1CCOCC1 | -6 | -0.7 | 0.7 | nt | -16 | nt | nt | nt | nt
CCn1c(=O)n(CC(=O)N(C)Cc2ccccc2)c(=O)c2ccccc21 | -2 | 0.1 | 0.2 | -1 | -8 | 10 | 5 | -9 | 103
O=C(CSc1nc2ccccc2[nH]1)Nc1nc(-c2cccc(Br)c2)cs1 | -5 | -0.2 | -0.5 | 0 | -5 | 12 | -2 | -5 | 93
COCCN1C(=O)c2oc3cc(C)c(C)cc3c(=O)c2C1c1ccc(O)cc1 (configuration not stated) | -4 | 0.2 | -0.8 | nt | -3 | -4 | -10 | 10 | 95
N#Cc1c(NC(=O)c2nc3ncccn3n2)sc2c1CCCCC2 | 3 | 1.7 | 1.7 | 17 | -6 | 7 | -2 | -2 | 101
O=C(COc1ccccc1Cl)Nc1cc(NC(=O)COc2ccccc2Cl)cc(C(=O)O)c1 | -9 | nt | nt | 18 | nt | 12 | 0 | -7 | 104
Cc1ccccc1-n1nnnc1SCc1ncc(-c2ccccc2)o1 | 0 | -0.7 | -0.7 | 12 | -21 | nt | -37 | -5 | nt
CN(Cc1ccccc1)Cc1c(F)cccc1F | -4 | -0.7 | -0.8 | 33 | -2 | 4 | -4 | 3 | 109
O=C(CSc1ccc2nnc(-c3ccccn3)n2n1)Nc1ccc(F)cc1 | -2 | -0.9 | 2.1 | 6 | -4 | 6 | 2 | -7 | 107
CCCCCCCCn1c2c(c(=N)c3ccccc31)CCC2 | 44* | nt | nt | 6 | nt | 19 | -5 | 67* | 126
O=C1CC(c2ccc(S(=O)(=O)Nc3cc(C(F)(F)F)cc(C(F)(F)F)c3)cc2)CN1 (configuration not stated) | 6 | 1.8 | 1.3 | 8 | -2 | 3 | -2 | -1 | 98
Cc1nc2ccc(NC(=O)c3nn(CC(C)C)c(=O)c4ccccc34)cc2s1 | -1 | -1.9 | -1.5 | nt | -3 | 0 | -2 | -10 | 108
Cc1nc(Cl)c(C(=O)NC(=O)Nc2cccc(C(F)(F)F)c2)c(C)c1[N+](=O)[O-] | -8 | 14 | 9.1 | 5 | -17 | 4 | -2 | -13 | 101
O=C(Nc1ccc(C2CCCCC2)cc1)C1CCN(c2ncccn2)CC1 | 3 | 0.7 | 1.1 | 0 | -4 | -1 | nt | nt | 104
Cc1ccc(S(=O)(=O)CCC(=O)OCC(=O)c2c(C)[nH]c3ccccc23)cc1 | 6 | 0.8 | 4.0 | 17 | -6 | 0 | -6 | -5 | 100

Additional results
SMILES	GalR3 antag	OXTR agonist	V1R ag counter	NALP1 inh	OXTR potentiator	MEKK2 mut-MEK5	PfM18AAP inh	GPR7 antagonist	MEKK2 WT-MEK5
CCOC(=O)C1CCN(C(=O)CCNS(=O)(=O)c2ccc3c(c2)CCN3C(=O)CC)CC1	-1	-0.5	0.4	10	-4	5	-4	-13	102
CSCCC(NC(=O)C1CCC(C)CC1)C(=O)Nc1ccc(NC(C)=O)cc1 (configuration not stated)	-6	0.3	0.3	4	0	-1	6	-2	103
Cc1cc(NS(=O)(=O)c2ccc(NC(=O)COc3ccccc3Cl)cc2)no1	-4	-0.5	-0.5	17	-1	-3	5	-14	90
CC(C)(C)NC(=O)C(c1ccncc1)N(C(=O)c1csnn1)c1cccc2ccccc12 (configuration not stated)	-5	0.2	0.1	-4	-11	6	-1	-10	124
COc1ccc(-c2nc(C)sc2CC(=O)O)cc1OC	8	-0.1	1.1	5	-2	-9	0	-12	92
COc1ccc(CNS(=O)(=O)NCc2ccccc2)cc1	-4	-1.8	-0.2	5	-7	-9	-4	-2	100
Cc1ccc2c(c1)NC(=O)C(CC(=O)O)O2 (configuration not stated)	-1	0.6	1.2	10	-10	-4	-4	-1	100
COC(=O)c1cc2sc(Cl)cc2n1CC(=O)N1CCCc2ccccc21	nt	-0.1	-0.3	24	-1	nt	3	-8	nt

Structures shown so far with a COOH group (five):
SMILES	GalR3 antag	OXTR agonist	V1R ag counter	NALP1 inh	OXTR potentiator	MEKK2 mut-MEK5	PfM18AAP inh	GPR7 antagonist	MEKK2 WT-MEK5
Cc1c(CC(=O)O)c(=O)oc2cc(OCc3ccc(Br)cc3)ccc12	-8	0.6	8.4	7	1	1	-5	-1	100
COc1c(F)c(F)c(C(=O)O)c(Nc2ccc(C)cc2)c1F	-7	0.5	-0.1	4	-6	3	6	-2	96
O=C(COc1ccccc1Cl)Nc1cc(NC(=O)COc2ccccc2Cl)cc(C(=O)O)c1	-9	nt	nt	18	nt	12	0	-7	104
COc1ccc(-c2nc(C)sc2CC(=O)O)cc1OC	8	-0.1	1.1	5	-2	-9	0	-12	92
Cc1ccc2c(c1)NC(=O)C(CC(=O)O)O2 (configuration not stated)	-1	0.6	1.2	10	-10	-4	-4	-1	100
